FBW7 act = FBW7 E3 ligase activators, primary screen, biochemical, AlphaScreen, human | F-box/WD repeat-containing protein 7 (Homo sapiens), Q969H0 | AlphaScreen FBW7–phospho-cyclin E peptide binding, activator screen | normalized activity (activation), % at 26.1 µM | 650,000 compounds, 0.13% hits | AID 1259310, 2017; in the data active means normalized activity above about 1.9%;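 further: purified mutant Fbw7 with reduced substrate affinity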
Target sequence (Q969H0 whole entry, looked up): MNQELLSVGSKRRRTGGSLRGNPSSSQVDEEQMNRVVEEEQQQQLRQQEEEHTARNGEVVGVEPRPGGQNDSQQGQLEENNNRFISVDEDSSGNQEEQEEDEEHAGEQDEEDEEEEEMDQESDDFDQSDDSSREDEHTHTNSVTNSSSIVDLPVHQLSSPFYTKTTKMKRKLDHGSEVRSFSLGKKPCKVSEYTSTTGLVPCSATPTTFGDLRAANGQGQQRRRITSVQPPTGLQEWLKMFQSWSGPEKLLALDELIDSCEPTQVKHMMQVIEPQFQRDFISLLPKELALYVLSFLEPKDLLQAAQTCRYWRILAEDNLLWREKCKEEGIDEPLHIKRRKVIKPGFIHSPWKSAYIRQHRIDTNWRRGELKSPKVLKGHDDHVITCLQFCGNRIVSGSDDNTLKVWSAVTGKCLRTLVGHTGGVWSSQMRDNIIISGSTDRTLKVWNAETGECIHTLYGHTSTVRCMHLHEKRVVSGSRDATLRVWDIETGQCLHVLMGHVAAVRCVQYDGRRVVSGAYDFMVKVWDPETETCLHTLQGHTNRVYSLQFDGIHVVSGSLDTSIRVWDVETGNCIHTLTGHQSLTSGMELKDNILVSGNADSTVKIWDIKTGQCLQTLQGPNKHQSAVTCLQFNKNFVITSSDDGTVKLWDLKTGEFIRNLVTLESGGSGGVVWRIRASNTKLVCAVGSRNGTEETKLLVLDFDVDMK
MITF inh = MITF inhibitors, primary screen, biochemical, AlphaScreen, human | inhibition, % at 2.6 µM | 650,000 compounds, 0.91% hits | AID 1259374, 2018 | AlphaScreen MITF homodimerization, bead proximity signal | Microphthalmia-associated transcription factor (Homo sapiens), O75030; in the data active means inhibition above about 50%;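 further: 0% = vehicle wells with protein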
TEAD-YAP inh = TEAD-YAP interaction inhibition, primary screen, TEAD-YAP interaction inhibitor project, luminescence, HEK-TIYL cells; inhibition, % at 9.12 µM; 640,000 compounds, 1.4% hits; TEAD-Gal4/YAP UAS-luciferase luminescence; in the data active means inhibition above about 32%;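 further: 0% = median of test compound wells and 100% = reference inhibitor wells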
GPR151 activ = activators of human GPR151, primary screen, cell-based, PathHunter beta-arrestin, luminescence; 650,000 compounds, 1% hits; PathHunter beta-arrestin GPR151 cells; activation, % at 11.2 µM; AID 1508602, 2020; in the data active means activation above about 4.9%;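 further: 0% = median of compound wells and 100% = cells with positive control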
Target sequence (Q8TDV0 whole entry, looked up): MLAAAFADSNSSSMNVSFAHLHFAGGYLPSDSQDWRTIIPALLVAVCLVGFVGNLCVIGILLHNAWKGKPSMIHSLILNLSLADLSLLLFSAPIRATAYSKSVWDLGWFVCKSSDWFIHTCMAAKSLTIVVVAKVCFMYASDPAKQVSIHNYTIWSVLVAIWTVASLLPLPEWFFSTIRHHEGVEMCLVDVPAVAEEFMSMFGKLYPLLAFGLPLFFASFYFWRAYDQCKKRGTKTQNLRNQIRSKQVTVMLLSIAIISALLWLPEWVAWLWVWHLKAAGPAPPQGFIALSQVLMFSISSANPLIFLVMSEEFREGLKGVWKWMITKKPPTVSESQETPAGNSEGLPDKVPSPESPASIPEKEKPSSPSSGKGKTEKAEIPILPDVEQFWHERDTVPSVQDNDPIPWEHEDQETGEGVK
* hit, by the source's call. Compounds as they come; any-hit rate near 3.5%.

Screens in order – FBW7 act, MITF inh, TEAD-YAP inh, GPR151 activ
- CCCCOC(=O)C1=C(C)NC(=O)NC1c1ccc(N(C)C)cc1 (centres undefined)
 : 0.0, 2, 4, 0.6
- COC(=O)c1nc2nc(C)cc(C(F)(F)F)n2n1
 : 0.0, 2, -9, -0.4
- COC(=O)c1ccc(OC(=O)c2cc(C(C)(C)C)cc(C(C)(C)C)c2)cc1
 : 0.0, 3, -19, 0.0
- CN(C)c1ccc(NC2=CC(=O)N(CCc3ccccc3)C2=O)cc1
 : -0.2, 2, 3, 1.7
- COc1ccc(Cn2nnnc2C(C(C)C)N2CCSCC2)cc1 (centres undefined)
 : 0.0, 5, 0, 1.2
- CC(=O)N1CC(C)Sc2cc(S(=O)(=O)Nc3ccc(C)cc3)ccc21 (centres undefined)
 : 0.0, -10, -1, 1.5
- C=CCOC(=O)/C(=C\c1ccco1)NC(=O)c1ccc(OCCCC)cc1
 : 0.0, -1, -1, 0.1
- COc1ccc(-c2cc3nc(-c4ccccc4)cc(N4CCN(C(C)=O)CC4)n3n2)cc1
 : 0.0, -2, 19, 0.0
- CS(=O)(=O)N1CCN(c2ccc(NC(=O)COc3ccccc3Cl)cc2)CC1
 : -0.2, -5, 7, -0.1
- COc1ccc(/C=C/C(=O)c2ccc(OC)cc2OC)c(OC)c1
 : -0.3, -2, 2, -0.7
- Cc1nc2nc(CN)nn2c(C)c1CCC(=O)O
 : -0.2, -9, -3, 0.0
- COc1cc(C)c(Br)cc1S(=O)(=O)N1CCCCC1
 : -0.1, -3, -2, -0.1
- CCC(C)(C(=O)NC1CCCCC1)N(Cc1ccco1)C(=O)CNC(=O)c1ccccc1 (centres undefined)
 : 0.4, 32, 8, -0.3
- CCOC(=O)C1=C(C)NC(=S)NC1c1c(OCC(=O)OC)ccc2ccccc12 (centres undefined)
 : -0.1, 1, -1, -0.9
- CC/C(C)=N\NC(=O)c1cc(OC)c(OC)c(OC)c1
 : 0.1, 12, 58*, 3.6
- O=C(O)c1cc(N/N=C/c2ccncc2)ccc1Cl
 : 0.0, -6, -21, -5.6
- Cc1ccc2c(c1)N(CC(=O)N(Cc1ccc(C)o1)CC1CCCO1)C(=O)CO2 (centres undefined)
 : -0.1, -5, -5, 1.7
- C=CCN(CC=C)S(=O)(=O)c1ccc(C(=O)N=c2sc3cccc(OC)c3n2C)cc1
 : 0.0, -4, -1, 0.2
- O=C(COc1ccccc1)Nc1ccc(-c2nnc(-c3ccccc3)o2)cc1
 : 0.3, 12, -11, 0.5
- COc1ccccc1NC(=O)NC1(C(=O)N2CCN(C)CC2)CCCCC1
 : -0.1, 0, 8, -0.5

Next records.
Screens in order – FBW7 act, MITF inh, TEAD-YAP inh, GPR151 activ
- O=C(NCCC1=CCCCC1)NC1CC(=O)N(c2ccccc2)C1 (centres undefined)
 : -0.6, -12, 15, 3.7
- CCOc1ccc(CNC(=O)C(CC)n2nc(C)n3c(cc4occc43)c2=O)cc1 (centres undefined)
 : 0.1, 14, 11, 1.4
- O=C1CSC(c2ccccc2Br)N1c1ccccc1F (centres undefined)
 : 0.4, 15, 1, -0.9
- Cc1ccc(S(=O)(=O)NC(=O)Nc2c3c(nn2C(C)(C)C)CSC3)cc1
 : 0.2, -1, -3, 0.3
- CCn1c(=O)c2c(nc(SCC(=O)N3CCCC(C)C3)n2C)n(C)c1=O (centres undefined)
 : -0.1, 10, 6, 1.1
- COc1cc(-c2nc3ccccc3c(=O)[nH]2)cc(OC)c1OC
 : 0.1, -9, 10, 2.4
- O=C(NCCS)C1CCC(Cn2c(=O)[nH]c3ccsc3c2=O)CC1 (centres undefined)
 : 0.4, 1, 7, 0.4
- CCN(CC)CCNC(=O)C(=O)NCC1OCCN1S(=O)(=O)c1ccc(F)cc1 (centres undefined)
 : -0.1, -4, 4, -1.8
- O=C(CCCCCn1nnc2ccccc2c1=O)NCCC1=CCCCC1
 : 0.0, 2, 7, 0.2
- CCOc1ccc(/C=N/NC(N)=S)cc1
 : 0.0, -2, -9, 2.0
- CC(=O)c1ccc(OCCCC(=O)OCC(=O)c2c(C)[nH]c3ccccc23)cc1
 : 0.5, 7, 3, 3.4
- COc1ccc(Cc2nnc(C(=O)NC3CCC(C)CC3)o2)cc1OC (centres undefined)
 : 0.1, -3, 5, -0.6
- CC(C)c1ccc2[nH]c3nc(SCCN4CCOCC4)nnc3c2c1
 : -0.1, 44, 1, -0.5
- CC(C)(C)c1ccc(C(=O)Nn2c(-c3ccc(F)cc3)nc3ccccc3c2=O)cc1
 : -0.1, 0, 0, 1.2
- Cn1c(=O)oc2cc(S(=O)(=O)N3CCCC(C(=O)Nc4cccnc4)C3)ccc21 (centres undefined)
 : 0.0, -4, 6, -0.7
- CCOc1ccc(N(CC(=O)NCC(C)C)S(C)(=O)=O)cc1
 : 0.5, -4, 1, -1.7
- O=C(CCc1ccccc1)N1CCC[C@@H](Cn2nc(-c3cccs3)ccc2=O)C1
 : 0.1, 11, 9, 0.2
- Cc1ccc(/C=C2N=C(/C=C/c3ccccc3)OC/2=O)cc1
 : -0.1, -8, -4, -0.3
- Cc1c(C(=O)N2CCCC2)sc2ncnc(N3CCc4ccccc4C3)c12
 : -0.3, 6, -15, -0.5
- CC(=O)Nc1ccc(NC(=O)c2cc(C)ccc2C)cc1
 : 0.0, 10, -1, 0.0

Additional results
Screens in order – FBW7 act, MITF inh, TEAD-YAP inh, GPR151 activ
- Cc1ccc2c(c1)CN(C(=O)c1cnc3ccccn3c1=O)CC(c1ccsc1)O2 (centres undefined)
 : 0.1, 11, 17, -1.1
- CCOC(=O)Cn1nnnc1CN(Cc1ccco1)Cc1cc2cc(C)ccc2[nH]c1=O
 : -0.1, 10, 5, 0.2
- CC(=O)Nc1ccc(C(C(F)(F)F)(C(F)(F)F)C(F)(F)F)cc1[N+](=O)[O-]
 : 0.1, 3, -8, 5.0*
- COc1ccc(Br)cc1C1N=C(c2ccc3c(c2)OCO3)CC(c2cc(Br)ccc2O)N1 (centres undefined)
 : 0.2, -2, -1, -0.3
- CC(C)N(C(=O)Nc1ccc2nsnc2c1)C(C)C
 : 0.3, 17, -1, -0.5
- O=CN1CCN(c2ccc(N3C(=O)C4C5C=CC(C5)C4C3=O)cc2[N+](=O)[O-])CC1 (centres undefined)
 : 0.1, 3, -2, 0.3
- CCN1CCN(C(=O)NC(C(=O)N[C@@H]2C(=O)N3[C@@H]2SC(C)(C)[C@@H]3C(=O)O)c2ccccc2)C(=O)C1=O (some centres undefined)
 : 0.0, -22, 1, -1.2
- Cn1cnnc1Sc1ccc(/C=N/N2CCOCC2)cc1[N+](=O)[O-]
 : 0.0, 1, -9, 0.4
- Nc1c(S(=O)(=O)O)cc(Nc2ccccc2)c2c1C(=O)c1ccccc1C2=O
 : -0.8, 18, 12, -2.1
- Cc1ccccc1C(=O)N1CCN(c2ccc([N+](=O)[O-])c(N3CCOCC3)c2)CC1
 : 0.0, 7, 15, -1.2
- COc1ccc(S(=O)(=O)CCC(=O)Nc2nc(C)cs2)cc1
 : 0.2, 27, 4, 1.2
- CC(Oc1ccccc1)C(=O)Nc1nnc(S(=O)(=O)N2CCCCC2)s1 (centres undefined)
 : 0.0, -9, -6, 2.5
- O=C(COc1cc(Cl)c(Cl)cc1Cl)NCCc1ccccc1
 : 0.1, 16, -9, 0.3
- O=C(N/N=C/c1ccco1)c1cc(O)c(O)c(O)c1
 : -0.3, 87*, -2, -0.8
- Cc1nn(-c2nc3c(c(=O)n(Cc4c(F)cccc4Cl)c(=O)n3C)n2C)c(C)c1C
 : 0.0, 0, 4, 0.2
- O=C(Cn1nc2c3ccccc3nc(Cc3ccccc3)n2c1=O)Nc1ccccn1
 : 0.1, -12, -4, 0.0
- O=C(NCCO)C(=O)Nc1ccc(Oc2ccccc2)cc1
 : 0.0, -10, -43, -1.1
- C[C@@H](C(=O)Nc1sc2c(c1C#N)CCCC2)N1C(=O)C2CC=CCC2C1=O (some centres undefined)
 : -0.1, 2, -7, 1.7
- CCOC(=O)N1CCN(C(=O)/C=C/c2ccc([N+](=O)[O-])cc2)CC1
 : 0.1, 3, 0, 4.7
- O=C(Cn1cnc2sc3c(c2c1=O)CCCC3)N1CCN(Cc2ccc3c(c2)OCO3)CC1
 : -0.2, 2, -6, -1.2

(continued)
Screens in order – FBW7 act, MITF inh, TEAD-YAP inh, GPR151 activ
- O=[N+]([O-])c1cccc(CN2CCC(N3CCOCC3)CC2)c1
 : -0.2, 43, 3, -0.6
- Nc1nnnn1CC(=O)Nc1ccccc1
 : 0.0, 0, -10, 0.7
- Cc1ccc(C(O)C#Cc2ccccc2)o1 (centres undefined)
 : 1.0, -2, 6, 0.4
- CCOC(=O)N1CCC(NC(=O)CSc2nc3[nH]ncc3c(=O)n2-c2ccccc2)CC1
 : 0.1, -4, 5, -1.2
- Cc1cc(N2CCCC(C(=O)Nc3ccccc3)C2)n2ncnc2n1 (centres undefined)
 : -0.2, -6, 13, 1.1
- CCOC(=O)C1=C(C)NC(=O)NC1c1cn(-c2ccccc2)nc1-c1cccc([N+](=O)[O-])c1 (centres undefined)
 : 0.4, -3, -8, 1.3
- Cc1c(C(=O)Nc2ccc(C(=O)O)cc2)cccc1[N+](=O)[O-]
 : 0.6, -9, 8, -0.4
- Cc1c(/C=C2/N=C(c3cccc(Br)c3)OC2=O)cc(C#N)n1C
 : -0.1, 3, 0, -0.5
- Cn1c(SCC(=O)Nc2nccs2)nnc1-c1ccc(N)cc1
 : 1.0, 3, -1, 3.2
- CC[C@H](C)[C@@H]1NC(=O)[C@H]2CN(Cc3cnn(-c4ccc(F)cc4)c3)CCN2C1=O
 : -0.1, -5, -11, 1.2
- O=C(NCCOc1ccccc1)c1ccnc(Nc2ccccn2)c1
 : 0.0, -10, -7, 1.3
- O=C(CN1CCC(Nc2nc3c(c(=O)[nH]2)CCCC3)CC1)Nc1ccc2c(c1)OCCO2
 : 0.2, 0, 1, -0.1
- Cc1csc(NC(=O)c2sc3nc(-c4cccs4)ccc3c2N)n1
 : -0.1, -8, -25, -0.9
- CCCCCc1ccc(-c2ccc(C(=O)Oc3ccc(Cl)cc3Cl)cc2)nc1
 : -0.1, 12, 7, 0.2
- OC(COc1ccc(Cl)cc1Cl)CN1CCCCC1 (centres undefined)
 : 0.1, 17, -7, -1.1
- NC(=O)C[C@H](NC(=O)c1ccccc1Cl)C(=O)O
 : 0.0, -16, 5, 0.4
- Cc1ccc(NC(=O)NC23CC4CC(CC(C4)C2)C3)cc1
 : -0.1, -7, -22, 5.6*
- CCCCCn1c(N2CCCCC2)nc2c1c(=O)[nH]c(=O)n2C
 : -0.5, 7, -16, 4.9
- CCOC(=O)CC(=O)N1CCc2nc(-c3cccnc3)nc(N3CCCCCC3)c2C1
 : 0.4, 9, -9, 7.1*
- c1ccc(-c2nc(NCCCn3ccnc3)cc(-c3ccccn3)n2)cc1
 : -0.6, 14, 15, -0.1

Entries of single compounds, looked up by structure. Values in the order: FBW7 act | MITF inh | TEAD-YAP inh | GPR151 activ
Cc1csc(NC(=O)c2sc3nc(-c4cccs4)ccc3c2N)n1 is entered as -0.1 | -8 | -25 | -0.9
NC(=O)C[C@H](NC(=O)c1ccccc1Cl)C(=O)O is entered as 0.0 | -16 | 5 | 0.4
Cn1c(SCC(=O)Nc2nccs2)nnc1-c1ccc(N)cc1 is entered as 1.0 | 3 | -1 | 3.2
Cc1ccc(C(O)C#Cc2ccccc2)o1 (centres undefined) is entered as 1.0 | -2 | 6 | 0.4

The list continues:
Screens in order – FBW7 act, MITF inh, TEAD-YAP inh, GPR151 activ
- COc1ccc(-c2cc(C(F)(F)F)n3nc(C(=O)Nc4cc(Oc5ccc(Br)cc5)cc([N+](=O)[O-])c4)c(Cl)c3n2)cc1
 : 0.2, 7, -8, 1.1
- CN1C(=O)C(=Cc2cccc(OCc3ccc(F)cc3)c2)C(=O)N(C)C1=S
 : -0.1, 0, -17, -3.8
- CCC(C)NC(=O)CSc1nc2n[nH]c(C)c2c(=N)n1-c1ccc(C)c(C)c1 (centres undefined)
 : 0.0, 12, -4, 3.7
- CN1CCC(N(C)Cc2cccc([N+](=O)[O-])c2)CC1
 : -0.1, 47, 12, -0.9
- CC(C)c1ccc(N(CC(=O)N(C)C)S(=O)(=O)c2ccccc2)cc1
 : 0.2, 10, 17, 3.1
- CCOC(=O)N1CCc2c(sc(NC(=O)c3cccc(C)c3)c2-c2nc3ccccc3s2)C1
 : 0.0, -6, -3, 0.3
- CCCCCCNC(=O)CCCNS(=O)(=O)c1ccc([N+](=O)[O-])cc1
 : 0.4, -8, -7, -1.4
- Cc1cc(NS(=O)(=O)c2ccc(NC(=O)COc3ccc(C(C)(C)c4ccccc4)cc3)cc2)nc(C)n1
 : 0.0, 10, -9, -1.0
- C/C(=N\Nc1cc(N2CCOCC2)ncn1)c1ccc(C)cc1
 : -0.5, 9, -23, -0.8

Part of the list above in order of length of the SMILES, highest first:
Screens in order – FBW7 act, MITF inh, TEAD-YAP inh, GPR151 activ
- CCOC(=O)N1CCc2c(sc(NC(=O)c3cccc(C)c3)c2-c2nc3ccccc3s2)C1
 : 0.0, -6, -3, 0.3
- CCCCCCNC(=O)CCCNS(=O)(=O)c1ccc([N+](=O)[O-])cc1
 : 0.4, -8, -7, -1.4
- CC(C)c1ccc(N(CC(=O)N(C)C)S(=O)(=O)c2ccccc2)cc1
 : 0.2, 10, 17, 3.1

Screens from PubChem BioAssay.
